# E-selectin induc = E-selectin induction on HUVECs | HUVEC E-selectin immunofluorescence imaging; normalized: neutral wells 0, TNF-alpha wells 100 | AID 686992 | P16581 | activation, % at 7.58 µM | 260,000 tested, 0.37% active;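 active = mean E-selectin-positive cell signal at least 10% of the positive control, reached in at least 60% of replicates, without over 20% cell loss; inconclusive = no rule given, readout overlaps actives, possibly toxicity-flagged; inactive = the rest, including those meeting only one limit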;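 note: in these data hits start at about 27%; measured in HUVEC primary endothelial cells; signal is the percent of cells scored E-selectin positive by PE staining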
# Target sequence (P16581 whole entry, looked up): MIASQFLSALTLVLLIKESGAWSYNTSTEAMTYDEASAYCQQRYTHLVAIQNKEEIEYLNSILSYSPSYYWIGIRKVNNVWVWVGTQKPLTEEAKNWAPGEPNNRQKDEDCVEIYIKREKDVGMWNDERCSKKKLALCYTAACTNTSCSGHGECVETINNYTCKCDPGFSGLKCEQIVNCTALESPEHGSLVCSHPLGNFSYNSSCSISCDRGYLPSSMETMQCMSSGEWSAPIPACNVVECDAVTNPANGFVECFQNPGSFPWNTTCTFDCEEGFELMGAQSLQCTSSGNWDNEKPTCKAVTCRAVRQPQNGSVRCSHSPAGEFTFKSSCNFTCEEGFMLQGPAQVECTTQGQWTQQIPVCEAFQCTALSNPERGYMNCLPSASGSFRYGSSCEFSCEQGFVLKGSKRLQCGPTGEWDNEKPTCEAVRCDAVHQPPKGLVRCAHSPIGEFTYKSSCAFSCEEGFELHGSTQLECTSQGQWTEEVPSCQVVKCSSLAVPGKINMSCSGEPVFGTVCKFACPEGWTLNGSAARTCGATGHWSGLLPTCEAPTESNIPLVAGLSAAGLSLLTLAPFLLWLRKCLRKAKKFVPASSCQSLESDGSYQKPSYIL
#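 Assay system: HUVEC, human umbilical vein endothelial cells / Amount: 3,000 HUVEC/well / Controls: TNF-alpha positive control, DMSO neutral control / Compound dosing: single concentration / Medium: EGM-2 over gelatin coat / Evaluation: percent E-selectin-positive cells / Signal: immunofluorescence imaging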
# esBAF inh = SWI/SNF esBAF complex inhibition; AID 602393; 350,000 tested, 2% active; reporter increase, % at 12.5 µM; mouse ES cells, Bmi1-luciferase knock-in reporter, 24 h; 100% = twice the neutral-well signal; in the data active = activation above about 40%; inconclusive = no clear call, values can overlap the other calls;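 note: 0% = median of the plate's neutral control wells and 100% = double that signal; a rise in the Bmi1 reporter signal indicates esBAF inhibition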
# RAD52 inh = inhibitors of human RAD52 DNA annealing; P43351; recombinant RAD52 DNA annealing, FRET fluorescence; inhibition, % at 18.7 µM; 360,000 tested, 0.46% active; AID 651710;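 active = every replicate showing at least 50% inhibition; inconclusive = mean inhibition at least 50% but not in every replicate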
# Target sequence (P43351 whole entry, looked up): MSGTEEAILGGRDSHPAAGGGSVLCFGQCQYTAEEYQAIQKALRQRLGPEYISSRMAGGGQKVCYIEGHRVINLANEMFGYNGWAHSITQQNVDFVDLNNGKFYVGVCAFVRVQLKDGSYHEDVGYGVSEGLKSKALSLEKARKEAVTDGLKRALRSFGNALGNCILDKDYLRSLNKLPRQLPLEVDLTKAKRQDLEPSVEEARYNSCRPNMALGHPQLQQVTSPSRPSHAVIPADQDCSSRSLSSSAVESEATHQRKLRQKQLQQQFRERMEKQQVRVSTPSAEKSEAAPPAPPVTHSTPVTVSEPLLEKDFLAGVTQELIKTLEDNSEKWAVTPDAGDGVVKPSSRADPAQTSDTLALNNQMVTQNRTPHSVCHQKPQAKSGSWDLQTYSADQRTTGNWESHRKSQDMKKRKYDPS
# ERp5 block = blocks human ERp5 reductase activity on insulin | inhibition, % at 9.99 µM | ERp5 insulin aggregation, absorbance 650 nm, 90 min | AID 651711 | Q15084 | 350,000 tested, 0.05% active;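 active = mean replicate inhibition above about 25%, with every replicate also reaching it, limit read from the data, passing the limit was not always enough; inconclusive = only one of those two criteria met; inactive = neither criterion met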
# RAD54 inh = RAD54 (human) branch migration inhibition. Q92698. RAD54 Holliday junction branch migration, FAM/BHQ fluorescence. inhibition, % at 10.4 µM. 360,000 tested, 0.14% active;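 active = mean normalized replicate activity at least 40 and at least half of replicates scoring 40 or more; inconclusive = only one of the two criteria met; inactive = mean below 40 and under half of replicates reaching 40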;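 note: 0% = median of neutral control wells and 100% = median of positive control wells; inhibitors cause a drop in the FAM fluorescence signal; in these data hits start at about 50%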
# CASP6 VEID inh = caspase-6 (human) enzyme inhibition; P55212; purified caspase-6, Z-VEID-R110 cleavage fluorescence; inhibition, % at 12.5 µM; 350,000 tested, 0.53% active; AID 686996;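 active = mean inhibition across replicates at least about 35%, with every replicate also reaching that limit, limit read from the data; inconclusive = only one of the two criteria met; inactive = neither criterion met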;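 note: 0% = median of neutral control wells and 100% = no fluorescence left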
# PglD DTNB = PglD (C. jejuni) enzyme inhibition; purified PglD enzyme, DTNB colorimetric CoA detection; inhibition, % at 12.5 µM; 360,000 tested, 0.098% active; in the data active = inhibition above about 16%, passing the limit was not always enough; inconclusive = no clear call, values can overlap the other calls; note: strong numbers were not always called active
# ARNT TACC3 PPI = disruptors of human ARNT/TACC3 interaction; Q9Y6A5; AlphaScreen His-ARNT PAS-B/GST-TACC3 binding, luminescence; TACC3 fragment carries E629A point mutation; inhibition, % at 9.99 µM; 390,000 tested, 0.66% active; AID 623870;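 active = mean inhibition of replicates at least 50% and at least half of replicates each reaching 50%; inconclusive = half or more replicates reach 50% but mean below 50%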;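 note: 0% = complete ARNT plus TACC3 wells and 100% = ARNT alone without TACC3; many hits fall short of the cut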
# An asterisk follows results filed as active; ? = inconclusive; . = no result given.
SMILES,E-selectin induc,esBAF inh,RAD52 inh,ERp5 block,RAD54 inh,CASP6 VEID inh,PglD DTNB,ARNT TACC3 PPI
CCn1cc(Cl)c(C(=O)N2N=C3/C(=C/c4cccs4)CCCC3C2c2cccs2)n1 (stereo not given),.,-4,.,.,-7,.,-5,13
CCNC(=O)C[C@@H]1CC[C@H]2[C@@H](COC[C@H](O)CN2C(=O)CC)O1,0.2,-4,-17,-3,2,-3,1,12
Cc1noc(C)c1S(=O)(=O)Nc1ccc2c(c1)C(=O)N([C@@H](C)CO)C[C@@H](C)[C@@H](CN(C)Cc1ccccc1)OCCCC[C@H](C)O2,-0.2,-2,-9,-6,-3,7,1,9
CC(C)c1nnc(NC(=O)CSc2nc3ccccc3s2)s1,.,6,.,.,-9,.,2,-3
CCN(CC)C(=O)c1sc(NC(=O)c2cccc([N+](=O)[O-])c2)c(C#N)c1C,-3.0,.,-8,?,.,0,.,0
Cc1ccc(N(Cc2cc(=O)[nH]c3ccccc23)C(=O)c2ccco2)cc1,.,3,.,.,8,.,2,-20
O=C(NCCc1ccccn1)c1ccc(OC2CCN(CCc3ccccc3)CC2)cc1,-0.1,8,-12,4,9,-5,-4,3
COc1ccc(-n2cnc3scc(-c4ccccc4)c3c2=O)cc1,-0.1,.,-11,-9,-2,-2,2,-2
CCOc1ccc(N(CC(=O)Nc2cc(Cl)ccc2C)S(C)(=O)=O)cc1,.,2,-8,4,3,57*,-5,-1
CO[C@H]1CN(C)C(=O)c2cc(NC(=O)C3CC3)ccc2OC[C@@H](C)N(Cc2cc(F)ccc2F)C[C@H]1C,0.1,7,1,2,-6,3,1,-8
O=C(NCc1cccs1)Nc1cc(Cl)ccc1Cl,0.2,.,-13,-1,.,-3,.,-6
CCOc1ccc(NC(=S)NC(=O)c2cncc(Br)c2)cc1,.,.,-3,2,.,-1,.,2
C[C@@H]1CCCCO[C@@H](CN(C)S(=O)(=O)c2ccc(F)cc2)[C@@H](C)CN([C@H](C)CO)C(=O)c2cc(NC(=O)C3CCCCC3)ccc2O1,-0.1,10,2,2,0,0,-2,-9
CC(C)NC(=O)C1(C)CCN1Cc1ccc(C(F)(F)F)cc1 (stereo not given),-0.2,-5,4,-2,-7,-2,-1,.
COc1ccc(C(=O)NCc2nc(C)c(C)s2)cc1OC1CCN(C(C)C)CC1,0.0,3,-8,9,10,-4,-1,-8
COn1cnnc1-c1ccccc1,.,2,.,.,-2,.,-2,-6
O=C(CSc1ncnc2sccc12)Nc1ccccc1F,.,.,-31,-5,.,2,.,-3
CSCC(=O)N1CCC(CCC(=O)NC2CC2)CC1,.,-1,2,6,-1,0,9,.
C[C@@H]1CN([C@H](C)CO)S(=O)(=O)c2ccc(C#C[C@@H](C)O)cc2O[C@H]1CN(C)C(=O)Cc1ccccn1,0.3,-2,-12,-7,-1,-1,16,0
CCC(=O)NC(=S)NNC(=O)c1ccc(O)cc1,.,-3,-23,0,7,-4,3,75*
O=C(c1cccc(S(=O)(=O)NCc2ccccc2)c1)N1CCCCC1,-0.2,0,18,-1,2,-92,0,1
COC(=O)c1ccc(C(=O)OC)c(NC(=O)/C=C/C(=O)O)c1,0.7,-12,-6,-4,3,5,-1,0
CCc1ccc(N2CC(C(=O)OCC(=O)Nc3ccc(C#N)cc3)CC2=O)cc1 (stereo not given),-0.3,-2,-9,-8,-6,2,0,-8
S=c1[nH]nc(CSCc2ccccc2Cl)n1-c1ccccc1,.,10,.,.,2,.,0,-3
Cc1cc2ccccn2c1C(=O)c1ccc(Cl)c([N+](=O)[O-])c1,-1.9,.,-3,1,.,0,.,21
CCCCCCCCN1C(=O)[C@H](CC(=O)NCC2CCCCC2)C[C@@]2(C(=O)OCC)CCCC=C12,-0.2,.,-8,1,.,3,.,.
CCCc1cc(=O)[nH]c(SCC(=O)c2cc(C)n(C(C)COC)c2C)n1 (stereo not given),.,0,.,.,3,.,-2,-4
Cc1ccc(C(=O)N2CCCC2)cc1S(=O)(=O)Nc1ccccc1,.,8,.,.,4,.,7,-9
CCC1(O)C(=O)OCc2c1cc1n(c2=O)Cc2cc3c(N)cccc3nc2-1 (stereo not given),-0.3,.,-38,1,.,4,.,-8
COCCCNC(=O)CCC(=O)NNc1nc2ccccc2c2nc(C)nn12,.,-2,6,-3,-4,1,1,1
COc1ccc(-n2nc3c(N4CCC(C(=O)NCCc5ccccc5C)CC4)nnc(C)c3c2C)cc1,.,-18,.,.,-1,.,3,-1
S=C(Nc1ccccc1)Nc1cccc(Cl)c1Cl,5.1,.,-2,-3,.,2,.,1
Cc1[nH]c(=O)[nH]c(=O)c1S(=O)(=O)Nc1cccc([N+](=O)[O-])c1C,-0.1,1,-8,0,-18,1,3,-27
COC(=O)C1=C(C)N(Cc2ccccc2)C(=NCCc2c[nH]c3ccccc23)N[C@H]1c1cccc(C(F)(F)F)c1,.,2,.,.,8,.,-4,11
CCOC(=O)C1CCN(CC(=O)Nc2c(C(=O)OC)n(C)c3cccc(C)c23)CC1,.,-4,.,.,-7,.,5,-16
CC(CNC(=O)c1ccc(OC2CCN(Cc3ccccn3)CC2)cc1)c1ccccc1 (stereo not given),.,-7,-17,1,10,45*,1,3
O=C(Nc1ccc(-c2cn3ccsc3n2)cc1)C1COc2ccccc2O1 (stereo not given),.,-9,.,.,-1,.,-5,0
COc1ccc(NC(=O)Cc2ccc(C)cc2)cc1S(=O)(=O)N1CCCCC1,4.7,7,-16,2,-4,-2,0,.
COc1cccc(OCc2nc3ccccc3[nH]2)c1,1.8,?,-4,1,-6,-1,4,-6
C[C@@H]1CN([C@@H](C)CO)C(=O)c2cc(C#CC3(O)CCCC3)cnc2O[C@@H]1CN(C)C(=O)Cc1ccccc1,-0.2,0,-6,-10,-1,0,1,-3
CCC(=O)Nc1nnc(-c2ccc(Cl)s2)o1,.,.,-10,1,.,2,.,11
CC1=C(C#N)C(NC(=O)C(C)(C)C)(C(F)(F)F)C(=O)N1 (stereo not given),.,-7,.,.,-1,.,8,-3
COc1cccc(S(=O)(=O)N2CCCCN3[C@H](C2)[C@H](c2ccc(-c4ccccc4)cc2)[C@@H]3CO)c1,-0.9,.,-7,-1,10,-5,3,14
COc1ccc(/C=N/NC(=O)CCC(=O)Nc2ccc(F)cc2)c(OC)c1,0.2,-4,-15,2,6,-1,4,23
CC1=C(C(=O)Nc2ccccc2C)C2(CCCC2)C(C(N)=O)C(=O)N1 (stereo not given),.,-1,.,.,-10,.,2,-2
COc1ccc2ncccc2c1Cc1c(OC)ccc2ncccc12,0.0,4,0,2,4,1,-2,3
CCCCN(C(=O)c1ccc(C)o1)c1c(N)n(CCCC)c(=O)[nH]c1=O,2.0,3,-8,1,.,3,.,-16
O=C(COC(=O)c1ccccc1Cl)NC1CCCCCC1,.,69*,-13,-1,-13,3,0,5
Cc1ccc(OCC(=O)N2CC(C)OC(C)C2)c([N+](=O)[O-])n1 (stereo not given),-0.2,.,-20,5,8,1,-3,-5
COc1ccc(CCN2CCCC(CN(C)Cc3cccc(OC)c3)C2)cc1 (stereo not given),.,0,-13,5,4,-16,-3,5
CC(=O)Nc1cccc2c1Cc1ccccc1-2,.,51*,.,.,7,.,9,-3
Cc1cc(C)n(C(=O)CNC(=O)c2ccc3c(c2)OCCO3)n1,.,-4,.,.,-3,.,9,-6
C[C@H](CO)N1C[C@H](C)[C@@H](CN(C)Cc2ccccc2)Oc2ccc(N(C)C)cc2CC1=O,0.1,-3,5,1,2,0,4,-3
COCCCN1C(=O)C(CC(=O)NCc2cccs2)CC(C(=O)N2CCOCC2)=C1C (stereo not given),2.9,-1,-6,0,-21,-1,2,.
COC(=O)CCCC1=CC2=CC(=O)C(C)(OC(=O)c3cccs3)C(=O)C2=CN1Cc1ccc2c(c1)OCO2 (stereo not given),-0.1,-1,1,6,4,4,-1,-6
CCc1nc2ccccc2c(C(=O)Nc2ccc(F)cc2)c1C,.,-4,-11,1,-3,-1,7,-12
CC(C)N(C)C1CCN(C(=O)Nc2ccc(Cl)cc2)CC1,.,0,.,.,3,.,3,-1
N/C(=N\OC(=O)COc1ccc(Cl)cc1)c1ccc(Cl)cc1,.,-3,-8,4,-2,-2,7,.
c1ccc2c(c1)CCNC2c1ccncc1 (stereo not given),.,0,-2,-1,7,11,2,4
O=C(CNc1ccccc1)N/N=C/c1ccc2c(c1)OCO2,31*,11,-8,3,.,-2,.,6

# The list continues:
SMILES,E-selectin induc,esBAF inh,RAD52 inh,ERp5 block,RAD54 inh,CASP6 VEID inh,PglD DTNB,ARNT TACC3 PPI
Cc1nnc(SCC(=O)NCC2CCCO2)n1-c1ccccc1 (stereo not given),.,-5,.,.,7,.,1,-7
CC1=C(C(=O)O)N2C(=O)C(NC(=O)c3nn(C)cc3[N+](=O)[O-])C2SC1 (stereo not given),.,.,-16,-2,-1,5,-2,.
Brc1c(-c2ccc3c(c2)OCO3)nc2ncccn12,-0.2,42,-12,-3,8,1,-1,-1
CCOC(=O)N1CCC(c2[nH][nH]c(=O)c2C)CC1,.,-10,.,.,0,.,1,-2
COc1ccc(-c2[nH]ncc2-c2cnn(-c3ccccc3)c2)c(O)c1,-1.7,12,.,.,-2,.,0,2
C=CCn1c(=O)[nH]c2cc(C(=O)N3CCN(c4cc(C)ccc4C)CC3)ccc2c1=O,.,1,.,.,0,.,1,-1
C[C@@H]1CN([C@@H](C)CO)C(=O)c2cc(NS(=O)(=O)c3cn(C)cn3)ccc2O[C@@H]1CN(C)Cc1ccccc1,0.0,-2,1,0,-6,0,0,-2
CC(C)(C)OC(=O)[C@H](Cc1ccccc1)NC(=O)c1nc[nH]c1C(=O)N1CCN(c2ccccc2)CC1,0.1,-13,-3,1,2,-2,-6,1
CO[C@@H](CN(C)C(=O)Nc1ccc(F)cc1)[C@H](C)CN(Cc1ccccc1Cl)[C@@H](C)CO,-0.2,-2,3,-1,2,-1,2,7
Fc1ccc(OCCCn2ccnc2)cc1,-0.4,-9,7,2,2,-1,4,0
O=C(C[C@@H]1C[C@@H]2c3cc(NC(=O)CC4CC4)ccc3O[C@@H]2[C@@H](CO)O1)NCCc1ccccc1,0.1,0,10,2,14,1,2,-9
COc1ccc(C(=O)N2CCNC(=O)C2CC(=O)Nc2ccc(C)c(C)c2)cc1 (stereo not given),0.3,1,0,-3,5,0,5,-3
CO[C@@H]1CN(C)C(=O)c2ccc(NC(=O)C3CC3)cc2OC[C@@H](C)N(C(C)=O)C[C@H]1C,0.0,.,13,-2,.,1,.,.
NNC(=O)c1cccc(S(=O)(=O)Nc2cccc(C(F)(F)F)c2)c1,-0.2,-4,2,-4,2,-1,5,-9
COC(=O)c1cc(=O)nc(NNC(C)=O)s1,-0.2,.,-6,6,.,7,.,.
O=C(CCCn1c(=S)[nH]c2cc3c(cc2c1=O)OCO3)NCc1ccccc1Cl,.,-6,-5,-12,-1,1,0,-1
O=C(NCCCN1CCc2ccccc2C1)C1CCN(S(=O)(=O)N2CCC3(CC2)OCCO3)CC1,.,.,-4,-3,.,-14,.,-4
CN1CCN(C(=O)C[C@H]2C[C@@H]3c4cc(NC(=O)Nc5ccc(F)cc5)ccc4O[C@@H]3[C@H](CO)O2)CC1,0.0,-1,2,5,8,3,2,-7

# Assay outcomes (PubChem BioAssay)
